ATXN2 expr inh = Primary qHTS for Inhibitors of ATXN expression | HEK-293 ATXN2-luciferase reporter, luminescence, 24 h | Potency, µM (titrated, usually from 57 µM), without a hit: at the top dose activity change, negative = inhibition, actives largely listed as inhibitors | hit rate 0.72% among 360,000 | AID 1745845, 2022; also: potency is read from the fitted curve at half-maximal effect; % is scaled to controls: 0 for no effect and ±100 for the full control effect; nearly all actives have a fitted effect of over 55% in size
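ATXN2-luciferase reporter cells (luciferase flanked by upstream and downstream ATXN2 gene portions) were treated 24 h at 37 °C with compounds at up to 57 uM. SteadyGlo luminescence gave expression; GF-AFC fluorescence gave viability.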
IL2 activator = qHTS of IL-2 Activators. IL-2 activation reporter assay, cell-based qHTS; stimulated with anti-CD3/CD4/CD28 beads; in transgenic mouse T cells. activation, % (series mostly up to about 46 µM). hit rate 0.065% among 360,000; in the data active = activation above about 50%; inconclusive = mostly about 30% to 49%; also: 0% is about no effect
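Readout: EGFP and DsRed signals by fluorescent plate cytometry. Unstimulated transgenic mouse T cells received compound 60 min before antibody-bead stimulation, then incubated 18 h at 37 degrees C.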
TGFb inhibitor = qHTS for Inhibitors of TGF-b. AID 588855, 2011. hit rate 1.2% among 410,000. Potency, µM (series often up to 46.1 µM), for inactives: top-dose activity, negative = inhibition, hits mostly inhibitors. HepG2 CAGA-GFP TGF-b/SMAD3 reporter, GFP fluorescence, 18 h; TGF-beta stimulated, 500 pg/mL final; also: potency is read from the fitted curve at half-maximal effect; % is scaled to controls: 0 for no effect and ±100 for the full control effect; nearly all actives have a fitted effect of over 65% in size
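Read-out: total well GFP (ex488/em500-530) summed from mean per-cell fluorescence. Cells: HEPG2 CAGA-GFP, 1% FBS DMEM, 18 h at 37 degrees C with 500 pg/mL final TGF-beta. Unstimulated wells served as the full-inhibition control; stimulated DMSO wells = 0%.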
EPAC2 ag = qHTS for Agonist of cAMP-regulated guanine nucleotide exchange factor 4 (EPAC2): primary screen; Rap guanine nucleotide exchange factor 4 (Homo sapiens), Q8WZA2; EPAC2 activation, biochemical qHTS; response scale: 100% = 6.5 mM cAMP response; Potency, µM (titrated, usually from 154 µM), without a hit: at the highest dose activation, usual class: activators; hit rate 0.079% among 360,000; also: potency is read from the fitted curve at half-maximal effect; nearly all actives have a fitted effect of over 50% in size
Target sequence (Q8WZA2 whole entry, looked up): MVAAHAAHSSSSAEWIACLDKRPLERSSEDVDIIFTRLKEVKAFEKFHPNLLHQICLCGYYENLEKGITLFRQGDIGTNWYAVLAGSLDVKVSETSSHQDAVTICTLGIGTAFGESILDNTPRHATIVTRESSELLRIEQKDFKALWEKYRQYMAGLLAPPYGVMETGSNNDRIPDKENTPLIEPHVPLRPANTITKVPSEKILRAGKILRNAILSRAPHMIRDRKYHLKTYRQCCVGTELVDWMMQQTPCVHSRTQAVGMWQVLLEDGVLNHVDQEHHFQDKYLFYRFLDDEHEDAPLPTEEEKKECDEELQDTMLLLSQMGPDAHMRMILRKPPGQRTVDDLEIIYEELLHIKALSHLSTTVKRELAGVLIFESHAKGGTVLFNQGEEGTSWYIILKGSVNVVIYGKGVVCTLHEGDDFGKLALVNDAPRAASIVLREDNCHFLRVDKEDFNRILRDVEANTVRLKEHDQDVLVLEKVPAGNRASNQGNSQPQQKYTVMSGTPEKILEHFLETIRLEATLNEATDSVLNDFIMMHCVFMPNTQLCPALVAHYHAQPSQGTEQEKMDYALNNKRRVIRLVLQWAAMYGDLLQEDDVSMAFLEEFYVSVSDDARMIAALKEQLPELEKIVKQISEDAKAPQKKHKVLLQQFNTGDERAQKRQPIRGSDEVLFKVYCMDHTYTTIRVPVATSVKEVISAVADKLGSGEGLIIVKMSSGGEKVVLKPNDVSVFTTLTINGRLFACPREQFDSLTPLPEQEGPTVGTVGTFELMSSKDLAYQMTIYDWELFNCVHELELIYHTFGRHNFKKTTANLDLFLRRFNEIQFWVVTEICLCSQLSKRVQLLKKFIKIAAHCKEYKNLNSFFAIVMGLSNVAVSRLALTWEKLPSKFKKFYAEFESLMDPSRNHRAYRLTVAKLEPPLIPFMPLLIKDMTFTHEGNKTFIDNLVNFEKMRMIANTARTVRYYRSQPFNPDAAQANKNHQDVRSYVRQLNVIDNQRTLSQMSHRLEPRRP
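Compounds were added across a concentration range to EPAC2 (100 nM), RAP1B-BODIPY-GDP (250 nM) and GDP (50 uM). After 5 min at room temperature, fluorescence was recorded at 5-min intervals for 30 min.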
A549 tox = Nrf2 qHTS screen for inhibitors: counterscreen for cytotoxicity; A549 ARE-Fluc cells, CellTiter-Fluor viability, 18-24 h; AID 504648, 2011; hit rate 0.16% among 390,000; Potency, µM (titrated, usually from 46 µM), for the others: at the top dose activity change, negative = cytotoxicity, actives largely listed as inhibitors; also: potency is read from the fitted curve at half-maximal effect; % is scaled to controls: 0 for no effect and ±100 for the full control effect
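A549 ARE-Fluc cells in 5% FBS OPTI-MEM, 5000 cells/well, rested 2 h then exposed to compounds in concentration-response for 18-24 h at 37 °C. Viability by CellTiter-Fluor fluorescence (Ex 405/Em 525) after 30 min; luciferase luminescence (BugLite, 15 min, RT) read afterwards.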
ATXN viability = Viability Counterscreen for Primary qHTS for Inhibitors of ATXN expression; hit rate 0.49% among 400,000; Potency, µM (titrated, usually from 56.7 µM), actives largely listed as cytotoxic; S2 cells (HEK-293 line with an ATXN2-luciferase reporter) viability, CellTiter-Fluor protease fluorescence, 24 h; AID 651635, 2014; also: potency is read from the fitted curve at half-maximal effect; nearly all actives have a fitted effect of over 40% in size
HepG2 viability = qHTS for Inhibitors of TGF-b: Cytotox Counterscreen | HepG2 CAGA-GFP viability, ATP luminescence, 18 h | Potency, µM (titrated, usually from 46.1 µM), for inactives: at the top dose activity change, negative = cytotoxicity, hits mostly cytotoxic | hit rate 0.76% among 410,000 | AID 588856, 2011; also: potency is read from the fitted curve at half-maximal effect; some results filed as inactive show a strong effect at the top dose
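HepG2 CAGA-GFP cells (1000/well, DMEM with 1% FBS) received compound, then TGF-beta at 500 pg/mL final, and were incubated 18 hours at 37 degrees C. Viability was read by CellTiter-Glo luminescence. Media-only wells were set as complete cell-killing and DMSO as no toxicity.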
Nrf2 block = Nrf2 qHTS screen for inhibitors; hit rate 2.1% among 360,000; Potency, µM (doses to about 46 µM), for the others: at the highest dose activity change, negative = inhibition, most hits filed as inhibitors; A549 ARE-Fluc reporter, luciferase luminescence, 18-24 h; also: potency is read from the fitted curve at half-maximal effect; % is scaled to controls: 0 for no effect and ±100 for the full control effect; nearly all actives have a fitted effect of over 60% in size
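A549 ARE_Fluc cells (5000/well, 5% FBS OPTI-MEM) pre-incubated 2 h, then treated with compounds 18-24 h at 37C/5% CO2 in concentration-response. CellTiter-Fluor viability read first; BugLite luciferase luminescence after 15 min at room temperature gives Nrf2 activity.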
Nrf2 ARE act = qHTS of Nrf2 Activators. AID 624171, 2012. Potency, µM (top dose mostly 46.1 µM), without a hit: at the highest dose activation, actives largely listed as activators. hit rate 0.31% among 410,000. AREc32 ARE-luciferase reporter (MCF7-derived line), luminescence, 24 h; also: potency is read from the fitted curve at half-maximal effect; % of control where 0% means no effect; nearly all actives have a fitted effect of over 65% in size
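Luminescent ARE reporter assay in AREc32_Fluc cells: overnight plating at 37 deg C, 24 hr compound incubation, Steady-Glo added, 30 min RT before reading.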
* = called active by the depositor; i = inactive; u = inconclusive; x = not tested or not shown; [ ] = remark or other dose. Unless noted, calls follow the shape of the dose curve; as a rule, active = well fitted curve in the direction sought with a large enough effect; inconclusive = small, poorly fitted or top-dose-only effect, or another doubt; inactive = no such curve, though single readings can be large; an effect the other way counts as inactive or inconclusive. Compounds as they come; overall some 4.3% were active at least once.

SMILES	ATXN2 expr inh	IL2 activator	TGFb inhibitor	EPAC2 ag	A549 tox	ATXN viability	HepG2 viability	Nrf2 block	Nrf2 ARE act
COc1ccc(N(C)S(=O)(=O)c2cccc(C(=O)NC3CCC(C)CC3)c2)cc1 (centres undefined)	-3%	-0.2	-28%	17%	11%	i	-14%	-4%	6.4%
Brc1ccccc1C1Nc2cccc3cccc(c23)N1	-12%	0.6	7%	11%	-8%	i	-11%	-13%	12%[9.22 µM]
Cc1ccccc1Cn1cc(NC(=O)c2noc(C(C)C)c2[N+](=O)[O-])cn1	x	-0.4	-8%	8%	-1%	i	-38%	9%	7.4%
CC(C)Cc1nnc(NC(=O)c2cc([N+](=O)[O-])ccc2N2CCOCC2)s1	14%	-0.5	3%	-3%	-14%	i	-15%	-10%	-0.6%
Cc1cc(C)cc(NC(=O)CCCSc2nc3ccccc3[nH]2)c1	2%	-3.3	14%	-6%	11%	i	2%	3%	0.2%
CCS(=O)(=O)N1CCCC(C(=O)NCCc2ccccc2)C1 (centres undefined)	12%	6.0	24%	2%	5%	i	-1%	5%	-0.1%
COc1ccc(C(=O)/C=C/c2cn(CC(O)CN3CCc4ccccc43)c3ccccc23)cc1 (centres undefined)	0%	x	-19%	x	u	x	-22%	-19%	1.0%
COc1ccc(S(=O)(=O)N2CCOC2CNC(=O)C(=O)NCCCn2ccnc2)cc1OC (centres undefined)	-23%	1.4	0%	-2%	2%	u	-4%	4%	-0.1%
COc1ccc(N2CCN(c3ccc(NC(=O)C4CCCCC4)cc3C#N)CC2)cc1	-1%	-0.2	-5%	-5%	-2%	u	2%	x	-0.8%
COc1ccc(S(=O)(=O)Nc2ccccc2C(=O)NC(C)C)cc1OC	2%	1.9	-8%	-19%	-4%	i	12%	25%	0.2%
COc1ccc(NS(=O)(=O)c2cccc(C(=O)N3CCCC3)c2)cc1	-4%	-5.6	0%	11%	-2%	i	-28%	-5%	-0.7%
Cc1sc(=NC(=O)c2ccco2)n(C)c1-c1ccc(F)cc1	26%	-0.4	6%	-6%	3%	i	1%	u	7.1%
CCC(C(=O)Nc1ccc2[nH]ncc2c1)c1ccccc1 (centres undefined)	8%	1.0	1%	5%	-4%	i	7%	-2%	0.3%
CCN(C(=O)c1cc2cc(OC)ccc2oc1=O)c1ccccc1	-4%	-2.3	0%	1%	-1%	i	-4%	10%	1.6%
COc1ccccc1N1CCN(C(=O)Cn2c(=O)nc(-c3ccccc3)c3cc(Cl)ccc32)CC1	x	x	8%	x	0%	x	8%	x	0.9%

Reformatted: entries from further up
Value order: ATXN2 expr inh, IL2 activator, TGFb inhibitor, EPAC2 ag, A549 tox, ATXN viability, HepG2 viability, Nrf2 block, Nrf2 ARE act
> COc1ccc(N(C)S(=O)(=O)c2cccc(C(=O)NC3CCC(C)CC3)c2)cc1 (centres undefined)
    -3%, -0.2, -28%, 17%, 11%, i, -14%, -4%, 6.4%
> Brc1ccccc1C1Nc2cccc3cccc(c23)N1
    -12%, 0.6, 7%, 11%, -8%, i, -11%, -13%, 12%[9.22 µM]
> Cc1ccccc1Cn1cc(NC(=O)c2noc(C(C)C)c2[N+](=O)[O-])cn1
    x, -0.4, -8%, 8%, -1%, i, -38%, 9%, 7.4%
> CC(C)Cc1nnc(NC(=O)c2cc([N+](=O)[O-])ccc2N2CCOCC2)s1
    14%, -0.5, 3%, -3%, -14%, i, -15%, -10%, -0.6%

Next part.
SMILES	ATXN2 expr inh	IL2 activator	TGFb inhibitor	EPAC2 ag	A549 tox	ATXN viability	HepG2 viability	Nrf2 block	Nrf2 ARE act
COC(=O)c1ccc2nc(-c3cccc(Br)c3)c(CC3CCCCC3)n2c1	20%	0.3	x	2%	x	u	x	x	8.9µM*
O=C(CC12CC3CC(CC(C3)C1)C2)NC1CC1	10%	-6.1	7%	4%	-8%	u	0%	3%	-0.2%
COc1ccc(-c2cc(C(=O)NC3CCCCC3)no2)cc1OC	1%	-0.3	11%	6%	2%	i	-3%	-16%	-0.8%
CCN(CC(=O)Nc1ccccc1C(F)(F)F)C(=O)c1cc(S(=O)(=O)N2CCCCCC2)ccc1OC	13%	-0.3	u	2%	-5%	i	2%	-2%	-0.3%
COc1ccc(CCNC(=O)CSCc2c(F)cccc2Cl)cc1OC	-3%	0.1	-16%	4%	5%	i	-12%	u	0.1%
CCN(CC)CC#CCOC(c1ccccc1)c1ccccc1	u	-0.8	u	-6%	-4%	u	-9%	19%	3.2%
Cc1cc(NC(=O)CCC(=O)N(CC(=O)NC2CCCC2)Cc2cccs2)no1	-16%[11.3 µM]	-0.3	-20%	-1%	10%	i	16%	0%	-0.9%
CCOC(=O)C(C)Oc1cccc2c(=O)n(CC(=O)N3CCN(C(=O)OCC)CC3)ccc12 (centres undefined)	-8%	0.2	-20%	1%	-6%	i	-25%	2%	-0.3%
CCOC(=O)Cc1csc(NC(=O)CN2CCOCC2)n1	5%	-4.1	1%	-1%	2%	i	-6%	14%	-0.9%
CCOc1ccccc1C(=O)NC1CC2CCCC(C1)N2Cc1ccccc1 (centres undefined)	3%	-2.1	-1%	-7%	-4%	i	0%	8%	-0.5%
O=C(C1CCN(S(=O)(=O)c2cc(Cl)ccc2Cl)CC1)N1CCOCC1	15%	-0.6	17%	2%	1%	i	-6%	-1%	2.6%
CCOC(=O)C1(CCCc2ccccc2)CCN(Cc2nccn2CC)CC1	-33%	-3.6	u	8%	14%	i	-25%	-16%	3.9%
CCOC(=O)CN(Cc1cc(OC)cc(N(C)C)c1OC)C(=O)C1CC(CO[Si](C)(C)C(C)(C)C)=CN1C(=O)OC(C)(C)C (centres undefined)	x	x	u	x	0%	x	-15%	-6%	x
Cc1ccc(S(=O)(=O)N(C)C)cc1NC(=O)C(C)OC(=O)c1ccc2c(=O)n3c(nc2c1)CCC3 (centres undefined)	x	-0.1	1%	13%	2%	i	1%	-37%	-0.9%
CC(C)c1ccc(N(CC(=O)NCc2ccco2)C(=O)CCC(=O)Nc2nccs2)cc1	-4%	-3.1	-10%	-2%	2%	i	-18%	-14%	2.4%
Cc1nc(NC(=S)NC(=O)c2ccccc2)sc1C	25%	3.3	-30%	3%	0%	i	-15%	u	u
CN1C(C(=O)NCC2CC2)CC2Cn3c(nc4cc(Cl)c(Cl)cc43)C21 (centres undefined)	9%	0.4	-5%	5%	-8%	i	-2%	19%	0.5%
CC(C(=O)NCCC1=CCCCC1)c1ccc([N+](=O)[O-])cc1 (centres undefined)	-20%	-4.1	-11%	16%	7%	i	-8%	-20%	0.2%
Cc1c(Nc2ccc3nonc3c2[N+](=O)[O-])c(=O)n(-c2ccccc2)n1C	-20%	-0.5	8%	2%	u	i	-5%	-30%	0.1%
CCOc1ccc(CNC(=O)C(C)n2ncn3cccc3c2=O)cc1 (centres undefined)	6%	x	9%	x	-1%	i	-5%	u	-0.5%
CC(NC(=O)COC(=O)/C=C/c1ccc2c(c1)OCO2)c1ccccc1 (centres undefined)	x	-0.2	0%	9%	25%	i	-18%	0%	-0.3%
COc1ccc2c(c1)cc1c(=O)n(CC(=O)NCCCc3ccccc3)nc(C)n12	8%	x	0%	x	-2%	i	1%	-4%	-1.0%
COc1ccc(-c2onc(C)c2C)cc1S(=O)(=O)N(C)Cc1ccco1	x	x	u	x	-1%	x	-2%	u	0.2%
Nc1ccc2c(c1)C(=O)CCC2	x	-0.9	-1%	9%	x	i	-13%	x	-0.6%
O=C(N/C=C/c1ccco1)Nc1cccc(Cl)c1	-20%	0.2	8%	9%	0%	i	2%	6%	u
Clc1ccc(N/N=C/c2cccnc2)cc1	11%	-1.3	16%	-7%	-5%	i	-36%	-18%	4.7%
CC(Sc1ccc(S(=O)(=O)N2CCCC2)cn1)C(N)=O (centres undefined)	9%	0.1	u	-4%	1%	i	0%	12%	-0.3%
O=C(O)CCCCCNS(=O)(=O)/C=C/c1ccccc1	-36%	-0.4	-9%	15%	-6%	u	-2%	-7%	-0.5%
N#C/C(=C\c1ccc(-c2ccc(F)cc2F)o1)c1nc2ccccc2[nH]1	0%	x	189%[activator]	x	-20%	i	-59%	-35%	19%
Cc1nc(-c2cccc(NC(=O)c3cc4cc(Br)ccc4oc3=O)c2)cs1	4%	-0.4	11%	-19%	-2%	i	-2%	-2%	-0.2%
CCC1(C)Cc2ccccc2-c2nc(NCCCO)[nH]c(=O)c21 (centres undefined)	8%	-0.4	-6%	7%	0%	i	-11%	-6%	0.1%
COC(=O)CC(c1ccc(F)cc1)n1c(C)ccc1C (centres undefined)	1%	-1.7	4%	1%	-8%	i	-5%	-22%	3.6%
Nc1c(CNCc2nnn(Cc3ccccc3)c2N)nnn1Cc1ccccc1	x	1.4	-9%	5%	x	i	3%	x	0.0%
CCCNC(=O)C(Cc1ccc(C(F)(F)F)cc1)NC(=O)c1ccc(C#N)cc1 (centres undefined)	-6%	-0.3	-24%	1%	2%	i	1%	-9%	0.6%
CNC(=O)N(O)C1N(/N=C/c2cccs2)C(=S)SC1(C)C (centres undefined)	-28%	-0.5	-1%	3%	2%	i	8%	3%	-0.6%
O=C(O)c1ccccc1CSC1=NCCS1	x	0.8	-1%	-4%	-2%	i	1%	9%	-0.9%
Nc1nc(=S)c2ncn(C3OC(CO)CC3O)c2[nH]1 (centres undefined)	-9%	0.4	u	12%	4%	i	-55%	1%	0.0%
CCOC(=O)c1c(NC(=O)CC2Nc3ccccc3NC2=O)sc(C)c1C (centres undefined)	-13%	158*	62%[activator]	-8%	0%	i	-25%	4%	1.8%

Screening data from PubChem BioAssay.
